procasp3 activ: activators of human procaspase-3 D3A mutant, primary screen, biochemical, absorbance, PC-3 D3A mutant, single concentration; Caspase-3 (Homo sapiens), P42574; activation, % at 8.5 µM; hit rate 0.11% among 330,000; AID 463141, 2010; recombinant procaspase-3 D3A, Ac-DEVD-pNA absorbance 405 nm;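 active means activation above the mean of all tested compounds plus 3 SD, cut at about 21% in these data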;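 further: 0% = DMSO alone and 100% = DMSO wells spiked with extra 5 µM PC-3 D3A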
Target sequence (P42574 whole entry D9A/D28A/D175A): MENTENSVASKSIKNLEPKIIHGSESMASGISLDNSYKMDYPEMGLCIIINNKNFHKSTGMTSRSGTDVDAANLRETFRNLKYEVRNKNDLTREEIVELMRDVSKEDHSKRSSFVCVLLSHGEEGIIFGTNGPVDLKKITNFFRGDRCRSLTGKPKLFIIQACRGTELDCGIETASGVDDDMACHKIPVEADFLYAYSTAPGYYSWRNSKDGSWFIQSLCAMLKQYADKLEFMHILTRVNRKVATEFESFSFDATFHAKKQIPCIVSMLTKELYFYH
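Compound: 8.5 µM single point, 0.8% DMSO / Material: Autoprocessing-dead procaspase-3 D3A mutant enzyme / Timing: 1 h preincubation plus 2 h reaction at 25 °C / Medium: Zinc-free HEPES/NaCl buffer with 0.01% Triton X-100 at pH 7.4 / Technique: 405 nm absorbance of p-nitroaniline, reads at 0 and 120 min / Repeats: one well per compound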
proCasp7 act: procaspase-7 activators, primary screen, counter-screen for procaspase-3 activator project, biochemical, absorbance, HTS, human | Caspase-7 (Homo sapiens), P55210 | recombinant procaspase-7, Ac-DEVD-pNA absorbance 405 nm; D23A/D198A/D206A triple mutant, cannot self-cleave; scale: DMSO 0, 5 µM enzyme 100 | activation, % at 8.5 µM | hit rate 0.093% among 330,000 | AID 463210, 2010;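 active means percent activation above the screen-wide mean plus 3 SD, cut at about 25% in these data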
Target sequence (P55210 whole entry D23A/D198A/D206A): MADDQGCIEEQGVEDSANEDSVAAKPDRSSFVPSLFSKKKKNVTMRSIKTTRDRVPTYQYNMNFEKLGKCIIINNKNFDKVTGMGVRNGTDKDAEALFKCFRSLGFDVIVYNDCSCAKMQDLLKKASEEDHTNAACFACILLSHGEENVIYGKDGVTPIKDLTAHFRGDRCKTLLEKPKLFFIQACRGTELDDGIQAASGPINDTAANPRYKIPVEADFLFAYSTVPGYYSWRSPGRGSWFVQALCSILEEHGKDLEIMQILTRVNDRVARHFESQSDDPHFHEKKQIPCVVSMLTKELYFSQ
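Assay system: Uncleavable procaspase-7 mutant enzyme | Input: 2 µM procaspase-7 mutant as dispensed | Timing: 1 h compound preincubation, 2 h substrate cleavage, 25 °C | Repeats: One well per compound | Control set: DMSO wells as 0%, DMSO with 5 µM added PC-7 as 100% | Technique: Epi-absorbance of released pNA at 405 nm, two timepoints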
TPT1 inhibitor: Candida albicans TPT1 enzyme inhibitors, primary screen, biochemical, fluorescence polarization | recombinant caTPT1, FP RNA substrate dephosphorylation | hit rate 0.81% among 300,000 | inhibition, % at 5 µM;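 active means inhibition above the mean of all tested compounds plus 3 SD, set per screening campaign, cut at about 24% in these data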;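 further: plate controls were DMSO alone for no effect and ferristatin control at 100 nM for full effect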
PP1 counter: PP1-alpha phosphatase inhibitors, primary screen, counter-screen for PP5 inhibitor project, biochemical, fluorescence, OMFP substrate, single point; Serine/threonine-protein phosphatase PP1-alpha catalytic subunit (Homo sapiens), P62136; purified PP1alpha; inhibition, % at 6.7 µM; hit rate 0.9% among 320,000;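 active means inhibition above the mean inhibition of all tested compounds plus 3 SD, computed separately for each screening campaign, cut at about 15% in these data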
HCV core dimer: inhibitors of HCV core protein dimerization, primary screen, biochemical, TR-FRET, high-throughput; TR-FRET GST/Flag-core106 dimerization, 1536-well; hit rate 0.33% among 300,000; inhibition, % at 5 µM;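 active means inhibition above the mean of all tested compounds plus 3 SD, set per screening campaign, cut at about 45% in these data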
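Assay system – GST-tagged and Flag-tagged HCV core protein residues 1-106 · Quantity – core106 proteins, GST 13.5 nM and Flag 17 nM · Benchmarks – unlabelled core106 and no-GST-core106 wells · Read-out basis – percent inhibition of core106 dimerization signal · Detection – time-resolved FRET, ex 340 nm, em 617 and 671 nm · Schedule – 4 h at 22.5 °C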
JMJD2C inh: inhibitors of GASC-1 histone demethylase, primary screen, biochemical, fluorescence, DELFIA europium. Lysine-specific demethylase 4C (Homo sapiens), Q9H3R0. GST-JMJD2C(1-420) H3K9me3 demethylation. inhibition, % at 2.35 µM. hit rate 0.069% among 330,000. AID 2099, 2009;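 active means more than half of a compound's replicate wells show inhibition beyond 50%, single wells judged on their own value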;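 further: signal counts dimethyl H3K9 product captured on neutravidin plate; 0% = median of DMSO wells and 100% = 0.3 times that DMSO median; strong numbers were not always called active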
Efflux pump mplx: inhibitors of Candida efflux pumps in yeast, primary screen, S. cerevisiae, Nile Red, multiplex | S. cerevisiae Candida pump triplex | hit rate 0.44% among 330,000 | inhibition, % at 10 µM;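 active means plate passing quality check with inhibition over a set limit, or well fluorescence over plate mean plus 4 SD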;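 further: Nile Red retained in pooled yeast measured as flow cytometry median fluorescence; 0% = buffer negative control and 100% = Enniatin B positive control; higher means more Nile Red kept so more efflux inhibition; some compounds called inactive have numbers as strong as hits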
Fh CTSL1 inh: Fasciola hepatica cathepsin L1 inhibitors, primary screen, counter-screen for PFM18AAP inhibitor project, biochemical, QFRET, fluorogenic peptide substrate; inhibition, % at 5.96 µM; hit rate 0.49% among 300,000; recombinant F. hepatica cathepsin L1, Z-Leu-Arg-MCA fluorescence;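 active means inhibition above the mean of all tested compounds plus 3 SD, set per screening campaign, cut at about 17% in these data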;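 further: 0% = plate median of test compound wells and 100% = 1 µM Z-Phe-Ala-diazomethylketone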
PP5 inh: PP5 phosphatase inhibitors, primary screen, biochemical, fluorescence. AID 1987, 2009. purified PP5c, OMFP substrate fluorescence. inhibition, % at 6.7 µM. hit rate 0.18% among 320,000. Serine/threonine-protein phosphatase 5 (Homo sapiens), P53041;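 active means inhibition above the campaign's mean inhibition across all tested compounds plus 3 SD, cut at about 9.5% in these data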;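 further: 0% = DMSO only and 100% = 100 µM cantharidin control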
Target sequence (P53041 whole entry, looked up): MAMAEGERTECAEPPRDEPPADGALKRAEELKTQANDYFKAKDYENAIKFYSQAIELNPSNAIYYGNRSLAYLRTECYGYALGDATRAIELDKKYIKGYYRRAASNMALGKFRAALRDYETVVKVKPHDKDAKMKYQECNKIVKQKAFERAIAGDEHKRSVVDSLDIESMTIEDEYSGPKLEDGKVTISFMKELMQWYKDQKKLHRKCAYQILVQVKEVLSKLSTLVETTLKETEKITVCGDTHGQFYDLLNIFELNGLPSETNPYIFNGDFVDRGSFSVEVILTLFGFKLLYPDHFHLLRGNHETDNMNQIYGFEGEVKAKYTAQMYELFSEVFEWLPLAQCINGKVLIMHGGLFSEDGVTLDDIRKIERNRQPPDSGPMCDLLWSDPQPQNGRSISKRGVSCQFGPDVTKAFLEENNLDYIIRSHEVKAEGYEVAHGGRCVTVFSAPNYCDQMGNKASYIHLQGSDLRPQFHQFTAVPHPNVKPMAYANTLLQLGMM
The depositor's hits bear a star; i = inactive; / = no result given.

A first look (4 entries):
#1 COc1cc2c(cc1O)[C@@H]1Cc3cc(O)c(OC)cc3[C@H](C2)N1C
#2 O=C(NCCc1ccccc1)c1ccc2c(=O)[nH]c3c(C(=O)NCC4CCCO4)sc(=S)n3c2c1 (stereo not given)
#3 O=C(CCC(=O)c1ccc(F)cc1)OC1CCOC1=O (stereo not given)
#4 COc1cccc(/C=N/NC(N)=S)c1OS(=O)(=O)c1ccccc1
compound no.	1	2	3	4
procasp3 activ	9	-3	6	-4
proCasp7 act	10	-2	-1	-4
TPT1 inhibitor	-1	10	-5	-1
PP1 counter	2	5	1	1
HCV core dimer	5	10	-7	-8
JMJD2C inh	8	4	-5	-4
Efflux pump mplx	-0.2	0.2	0.1	0.1
Fh CTSL1 inh	-1	4	-36	16
PP5 inh	2.0	1.0	0.4	1.1

This part in full, from the first entry:
#1 COc1cc2c(cc1O)[C@@H]1Cc3cc(O)c(OC)cc3[C@H](C2)N1C
#2 O=C(NCCc1ccccc1)c1ccc2c(=O)[nH]c3c(C(=O)NCC4CCCO4)sc(=S)n3c2c1 (stereo not given)
#3 O=C(CCC(=O)c1ccc(F)cc1)OC1CCOC1=O (stereo not given)
#4 COc1cccc(/C=N/NC(N)=S)c1OS(=O)(=O)c1ccccc1
#5 CNS(=O)(=O)c1cccc(C(=O)NCC(C)(C)N2CCCCC2)c1
#6 COc1ccc(C(=S)N2CCOCC2)cc1OC(=O)c1ccc(C)cc1
#7 Nc1cc(Cl)ccc1N1CCCCC1
#8 N#Cc1cccc(NC(=O)CSc2nnc(-c3n[nH]c4ccccc34)o2)c1
compound no.	1	2	3	4	5	6	7	8
procasp3 activ	9	-3	6	-4	5	-2	5	4
proCasp7 act	10	-2	-1	-4	0	14	5	1
TPT1 inhibitor	-1	10	-5	-1	-8	3	-1	-6
PP1 counter	2	5	1	1	-8	1	-3	-5
HCV core dimer	5	10	-7	-8	-3	0	-3	0
JMJD2C inh	8	4	-5	-4	10	-28	-3	-1
Efflux pump mplx	-0.2	0.2	0.1	0.1	0.1	0.2	0.0	-0.1
Fh CTSL1 inh	-1	4	-36	16	-4	-3	0	1
PP5 inh	2.0	1.0	0.4	1.1	-1.0	2.8	-0.5	1.3

#9 CCCS(=O)(=O)N1CCN(c2cc3c(cc2[N+](=O)[O-])n(C)c(=O)n3C)CC1
#10 O=C(Nc1cc(Cl)ccc1-n1cncn1)c1ccc([N+](=O)[O-])o1
#11 CCOC(=O)Cc1csc(NC(=O)CC(C)(C)CC(=O)O)n1
#12 O=C(CSc1nc(-c2ccccc2F)nc2nc[nH]c12)Nc1c(Cl)cc(Cl)cc1Cl
#13 CC(CCc1ccccc1)NC(=O)c1ccncc1 (stereo not given)
#14 CC(C)C(NC(=O)c1ccc(Cl)cc1)C(=O)O (stereo not given)
#15 COc1ccc2[nH]c(C(=O)N/N=C/c3ccccc3OC)cc2c1
#16 Cc1cc(N/C=C2\CCCCC2=O)no1
compound no.	9	10	11	12	13	14	15	16
procasp3 activ	-11	3	-3	5	12	2	16	-2
proCasp7 act	-8	-1	0	-3	11	8	0	-4
TPT1 inhibitor	-7	4	-1	-1	-5	1	-3	1
PP1 counter	-3	-5	0	-3	-4	4	0	0
HCV core dimer	2	12	-8	-7	-2	-3	2	1
JMJD2C inh	10	-2	-19	2	0	-3	-16	-14
Efflux pump mplx	1.6	0.2	-0.2	-1.2	0.1	-0.1	-0.2	0.1
Fh CTSL1 inh	-3	5	0	1	-3	0	6	11
PP5 inh	3.4	0.3	-0.5	-2.6	0.7	0.2	3.9	0.2

#17 CCCn1nnc(NC(=O)COc2ccc(C3CCCCC3)cc2)n1
#18 NS(=O)(=O)c1ccc(CCNC(=O)CN2CCCCCC2)cc1
#19 CCC(CO)Oc1cc(NC(=O)c2cccc(C)c2)c2ncn(C(C)C)c2c1 (stereo not given)
#20 Cc1ccc(NC(=O)CSc2nccn2C)cc1S(=O)(=O)N1CCOCC1
#21 COCCN1Cc2c(sc(C)c2C)N(C(=O)c2ccccc2)C1
#22 O=C(Nc1nc2ccccc2[nH]1)c1ccccc1O
#23 N#C/C(C(N)=O)=C1/CCc2ccccc2N1
#24 COC(=O)C(NC(=O)CCc1nnc2ccc(N3CCCCC3)nn12)C(C)C (stereo not given)
compound no.	17	18	19	20	21	22	23	24
procasp3 activ	0	1	0	1	-13	8	3	-1
proCasp7 act	-1	11	3	12	-5	-5	-7	4
TPT1 inhibitor	-2	1	/	-3	-1	1	1	0
PP1 counter	0	-6	/	-1	0	1	0	-3
HCV core dimer	1	-1	/	2	-1	4	3	2
JMJD2C inh	-7	12	1	i	3	-18	4	1
Efflux pump mplx	0.1	0.3	-0.5	-0.3	-0.4	0.2	-0.1	0.0
Fh CTSL1 inh	1	0	/	-3	-1	-1	0	-3
PP5 inh	2.7	2.1	/	0.3	0.7	-0.2	1.7	-1.0

#25 NC(=O)c1cccc2c(=O)oc3ccccc3c12
#26 COc1cccc(CN2CCN(CC(=O)Nc3ccccc3Cl)CC2)c1
#27 CC(=O)C1=NOC2C(=O)N(c3ccc(Cl)cc3)C(=O)C12 (stereo not given)
#28 CC(NC(=O)c1ccccc1OC(F)F)c1ccc(-n2ccnc2)cc1 (stereo not given)
#29 COC(=O)c1ccc(C(=O)OC)c(NC(=S)N2CCOCC2)c1
#30 Cc1cc(C)n2c(SCC(=O)NCc3ccco3)nnc2n1
#31 COCCCNC(=O)C1c2ccccc2Oc2ccccc21
#32 CC(C)[C@H](NC(=O)OCc1ccccc1)C(=O)OCC(=O)N1CCN(c2ccccc2)CC1
compound no.	25	26	27	28	29	30	31	32
procasp3 activ	4	-2	3	5	-13	-8	9	1
proCasp7 act	11	-3	-8	3	-4	-14	9	9
TPT1 inhibitor	-1	2	-1	-4	-4	2	-1	-6
PP1 counter	-3	1	-3	-1	1	-3	-3	-6
HCV core dimer	2	-9	1	-4	6	7	0	3
JMJD2C inh	8	-4	-5	1	14	8	3	4
Efflux pump mplx	0.1	0.0	-0.2	-0.1	-0.1	0.2	-0.2	0.0
Fh CTSL1 inh	0	4	-2	-4	12	-2	0	-7
PP5 inh	3.0	-1.0	2.3	4.2	-1.7	-3.2	-2.0	-0.6

#33 O=C(NCc1cccnc1)c1cccc(S(=O)(=O)N2CCOCC2)c1
#34 CC(=O)c1ccc(OCCNS(=O)(=O)c2ccc(-n3cnnn3)c(C)c2)cc1
#35 Cc1c(NC(=O)COc2cccc3c2OC(C)(C)C3)c(=O)n(-c2ccccc2)n1C
#36 COc1ccc(NC(=O)c2cn(-c3ccccc3)nc2-c2ccncc2)cc1
#37 CCOC(=O)c1c(-c2ccc(OC)cc2)csc1NC(=O)C1CCCO1 (stereo not given)
#38 COc1ccc([N+](=O)[O-])cc1NC(=O)CSCc1ccccc1C
#39 COc1ccc(Cl)cc1N(CC(=O)NCCSc1ccccn1)S(=O)(=O)c1ccccc1
#40 Cc1ccc(S(=O)(=O)N2CCCCC2)cc1NC(=O)c1cccs1
compound no.	33	34	35	36	37	38	39	40
procasp3 activ	9	-6	5	8	5	9	0	5
proCasp7 act	1	-4	8	5	-14	-2	5	-2
TPT1 inhibitor	1	-1	-6	-9	-3	-2	0	/
PP1 counter	-2	-1	3	-2	-3	4	0	-2
HCV core dimer	-3	-10	-7	0	-4	6	10	/
JMJD2C inh	-11	2	3	24	0	2	-7	7
Efflux pump mplx	0.2	-0.2	-0.1	-0.4	-0.1	-0.1	0.0	0.0
Fh CTSL1 inh	-3	1	0	2	-1	1	0	/
PP5 inh	1.3	0.3	2.1	2.5	2.2	3.0	0.6	4.9

#41 Cc1occc(=O)c1OCc1ccc(Cl)cc1Cl
#42 CCOC(=O)Nc1ccc2c(c1)N(C(=O)CCN(C)C)c1ccccc1S2
#43 CC1CN(Cc2ccccn2)CCC1=O (stereo not given)
#44 CCn1c(SCc2c(F)cccc2Cl)nnc1-c1ccco1
#45 CCCCC(=O)Nc1cccc(NC(=O)c2cccnc2Cl)c1
#46 CC(=O)Nc1nnc(SCc2ccc(C(=O)Nc3ccccc3F)cc2)s1
#47 Nc1c(C(=O)CSc2nccn2-c2ccc(Cl)cc2)c(=O)[nH]c(=O)n1C1CC1
#48 CC1(C)Cc2nc3sc(C(N)=O)c(N)c3cc2CO1
compound no.	41	42	43	44	45	46	47	48
procasp3 activ	8	-11	-1	4	-2	0	-2	-22
proCasp7 act	6	-1	6	3	-2	11	9	-32
TPT1 inhibitor	-1	1	-4	0	-1	-6	/	1
PP1 counter	-4	0	-3	0	-5	0	-1	-1
HCV core dimer	0	-1	-1	-4	0	8	/	2
JMJD2C inh	-5	-21	-2	1	-1	2	1	-7
Efflux pump mplx	0.1	0.3	0.4	0.2	0.1	0.1	0.0	0.6
Fh CTSL1 inh	-11	5	3	-5	3	-1	/	-4
PP5 inh	0.5	3.8	0.3	4.1	-0.2	2.0	-1.2	-0.3

#49 C/C(=N\NC(=O)c1cccnc1)c1cc2ccccc2o1
#50 CC1(C)Cc2ccccc2C(=C(C#N)C#N)N1
#51 Cc1ccc2[nH]c(=O)c(CN(CC3CCCO3)C(=O)c3ccncc3)cc2c1 (stereo not given)
#52 CCN1CCN(C(=O)c2ccc(CN(c3ccccc3)S(=O)(=O)c3ccccc3)cc2)CC1
#53 CCCCNc1c2c(nc3c(-c4ccccc4)c(C)nn13)CCC2
#54 CN(C(=O)COC(=O)Cc1c(Cl)cccc1Cl)C1CCS(=O)(=O)C1 (stereo not given)
compound no.	49	50	51	52	53	54
procasp3 activ	4	1	1	3	3	-4
proCasp7 act	-3	11	10	-10	6	8
TPT1 inhibitor	0	1	-3	-1	1	/
PP1 counter	-1	-5	2	-1	-1	-2
HCV core dimer	-1	7	-3	-5	0	/
JMJD2C inh	-2	3	-1	-23	0	-2
Efflux pump mplx	0.1	-0.1	0.0	0.2	0.0	0.0
Fh CTSL1 inh	2	4	1	-2	0	/
PP5 inh	-2.3	-3.1	1.7	3.0	1.9	-0.5

Source: PubChem (several laboratories)

This is a random part of the collection, and some 2.9% of all compounds hit somewhere here.
